High-throughput results as filed in PubChem BioAssay.
3CLpro inhibitor: SARS-CoV 3CLpro protease inhibitors, primary screen, biochemical, quenched FRET; Replicase polyprotein 1ab (Severe acute respiratory syndrome coronavirus), P0C6X7; recombinant SARS-CoV 3CLpro, quenched FRET peptide cleavage; inhibition, % at 6 µM; hit rate 0.14% among 290,000; in the data active = inhibition above about 12%
BioA inh: M. tuberculosis BioA enzyme inhibitors, primary screen, biochemical, plate reader, single point, HTS; 7,8-diaminopelargonic acid synthase BioA (Mycobacterium tuberculosis); purified M. tuberculosis BioA enzyme; inhibition, % at 9.99 µM; hit rate 0.096% among 360,000; in the data active = inhibition above about 40%
Rv3671c protease: Rv3671c serine protease inhibitors, primary screen, biochemical, fluorescence polarization, M. tuberculosis H37Rv; P9WHR9; inhibition, % at 5.96 µM; hit rate 0.048% among 320,000; AID 2606, 2010; in the data active = inhibition above about 38%;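 also: extracellular domain of Rv3671c used as enzyme; 0% = enzyme with DMSO and 100% = no enzyme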
Target sequence (P9WHR9 whole entry, looked up, the tested form may be a part): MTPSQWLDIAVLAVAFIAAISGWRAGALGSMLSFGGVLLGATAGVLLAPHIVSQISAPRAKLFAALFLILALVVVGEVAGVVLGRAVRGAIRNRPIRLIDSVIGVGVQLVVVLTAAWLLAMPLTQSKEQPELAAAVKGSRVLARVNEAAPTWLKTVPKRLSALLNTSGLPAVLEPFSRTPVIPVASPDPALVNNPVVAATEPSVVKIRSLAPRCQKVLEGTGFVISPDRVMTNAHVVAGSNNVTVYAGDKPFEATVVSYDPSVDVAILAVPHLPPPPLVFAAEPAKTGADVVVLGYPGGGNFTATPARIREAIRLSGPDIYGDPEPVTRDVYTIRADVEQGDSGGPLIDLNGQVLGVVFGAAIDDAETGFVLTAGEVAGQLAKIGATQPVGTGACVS
Mtb FBA inh: Mtb FBA enzyme inhibitors, primary screen, biochemical, fluorescence, strain H37Rv; hit rate 2.3% among 360,000; inhibition, % at 1 µM; purified M. tuberculosis FBA, fluorescence read-out; AID 588726, 2011; Fructose-bisphosphate aldolase (Mycobacterium tuberculosis (strain ATCC 25618 / H37Rv)), …; in the data active = inhibition above about 27%;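 also: 0% = vehicle and 100% = reference inhibitor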
PriA SSB inh: inhibitors of Klebsiella pneumoniae PriA binding to SSB C-terminal tail, primary screen, biochemical, AlphaScreen | inhibition, % at 33 µM | AlphaScreen SSBct-PriA binding, biotinylated peptide | hit rate 0.6% among 430,000 | PriA–SSB C-terminal tail interaction (Klebsiella pneumoniae); in the data active = inhibition mostly above about 37%, no sharp cut-off; inactive = mostly below about 20%;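 also: plate controls were negative control peptide for no effect and reference peptide for full effect; strong numbers were not always called active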
UGM FP inh: M. tuberculosis UGM enzyme inhibitors, primary screen, biochemical, fluorescence polarization, single point; UDP-galactopyranose mutase (Mycobacterium tuberculosis (strain ATCC 25618 / H37Rv)), …; purified UGM, fluorescence polarization probe displacement; inhibition, % at 10 µM; hit rate 0.06% among 320,000; AID 504406, 2011; in the data active = inhibition above about 10%, passing the limit was not always enough
Target sequence (P9WIQ1 whole entry, looked up): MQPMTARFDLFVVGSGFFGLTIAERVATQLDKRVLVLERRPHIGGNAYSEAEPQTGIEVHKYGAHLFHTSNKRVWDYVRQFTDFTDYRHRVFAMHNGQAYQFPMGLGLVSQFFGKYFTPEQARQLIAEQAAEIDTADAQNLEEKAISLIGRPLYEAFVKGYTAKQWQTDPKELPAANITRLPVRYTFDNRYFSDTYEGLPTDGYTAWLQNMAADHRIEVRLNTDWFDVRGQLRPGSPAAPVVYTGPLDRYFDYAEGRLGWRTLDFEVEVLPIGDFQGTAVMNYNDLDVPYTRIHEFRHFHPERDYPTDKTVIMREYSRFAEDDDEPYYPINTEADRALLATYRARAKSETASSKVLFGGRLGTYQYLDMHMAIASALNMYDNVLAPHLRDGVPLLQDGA
BH1578 lux ind: inducers of Vibrio cholerae quorum light production without autoinducers, primary screen, BH1578 luxS cqsA deficient, single point. V. cholerae BH1578 lux reporter, luminescence, 6 h. activation, % at 18.7 µM. hit rate 0.16% among 350,000. AID 588436, 2011; in the data active = activation mostly above about 9.7%, no sharp cut-off; also: not every result past the cut was called active; inactives centre near 0; reference of the scale not given here
DUSP3 inh: VHR1 phosphatase inhibitors, primary screen, biochemical, absorbance, uHTS; Dual specificity protein phosphatase 3 (Homo sapiens), P51452; recombinant VHR phosphatase, pNPP absorbance; inhibition, % at 13.3 µM; hit rate 0.52% among 290,000; in the data active = inhibition above about 50%; also: some compounds called inactive have numbers as strong as hits
MazEF act: activators of E. coli MazEF toxin-antitoxin RNase, primary screen, biochemical, fluorescence, uHTS; Endoribonuclease toxin MazF (Escherichia coli (strain K12)), P0AE70; FAM/BHQ RNA-DNA oligo cleavage fluorescence, 5 h; activation, % at 20 µM; hit rate 0.32% among 350,000; in the data active = activation above about 50%
Target sequence (P0AE70 whole entry, looked up): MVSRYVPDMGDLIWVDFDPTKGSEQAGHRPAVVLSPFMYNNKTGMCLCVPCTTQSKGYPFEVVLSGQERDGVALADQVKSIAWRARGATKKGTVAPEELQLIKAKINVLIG
GDH-TPI inh: GDH-TPI coupling enzyme inhibitors, primary screen, artefact control for M. tuberculosis FBA inhibitor project, biochemical, absorbance, full deck. GDH-TPI coupled enzyme counterscreen, NADH absorbance. inhibition, % at 4.8 µM. hit rate 1.2% among 360,000. AID 588335, 2011; in the data active = inhibition above about 30%;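 also: 0% = DMSO wells and 100% = wells lacking the enzyme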
* = called active by the depositor; i = inactive; · = not tested or not shown; & = joins results of further samples.

SMILES	3CLpro inhibitor	BioA inh	Rv3671c protease	Mtb FBA inh	PriA SSB inh	UGM FP inh	BH1578 lux ind	DUSP3 inh	MazEF act	GDH-TPI inh
COc1ccccc1NC(=S)N1CCNC(=O)C1CC(=O)Nc1cccc(C)c1 (centres undefined)	-1.4	·	12.1	-4.2	4.5	0.7	-2.1	22.6	-2.7	-2.9
Cc1ccc(-c2cc(-c3ccccc3)nc(Cl)n2)cc1	-3.4	0.3	-10.0	4.8	-26.1	1.5	i	29.7	1.5	1.6
O=C(c1cccc(F)c1)N1CCN(S(=O)(=O)c2ccc(C(F)(F)F)cc2)CC1	-1.8	1.9	1.5	-4.1	-6.5	-2.0	-1.2	-14.1	8.6	-3.5
Cc1cc(C)cc(OC2CCCCC2NS(=O)(=O)c2ccccc2)c1 (centres undefined)	6.6	-1.0	-4.8	-4.1	0.0&-12.6&8.0	-1.0	-0.3	-7.9	-1.1	9.7
CCCS(=O)(=O)NC(=O)C1(C)CCCN(C(=O)c2cc(C)nn2C(C)(C)C)C1 (centres undefined)	·	-0.9	·	5.7	·	·	i	·	·	2.6
COCCn1nnnc1C(c1cc2cc(OC)c(OC)cc2[nH]c1=O)N1CCN(c2ccc(O)cc2)CC1 (centres undefined)	2.9	3.9	3.8	26.2	-10.9	-1.5	0.0	26.1	-0.2	10.1
Cc1ccc(SC2=C(N(C)C)C(=O)c3ccccc3C2=O)cc1	·	·	·	0.6	8.8	·	5.6	·	9.2	15.5
O=C1NC(=S)SC1=C1CCCC1	-1.3	·	-1.2	0.8	-21.8	-0.4	-0.3	-8.3	-2.2	26.0
O=C(c1ccc(Cn2cc(Cl)c([N+](=O)[O-])n2)cc1)N1CCN(Cc2ccccc2)CC1	-0.8	·	-8.0	1.4	6.2	-1.4	-0.7	20.1	4.6	7.3
COc1ccc(Cl)cc1-c1nc(-c2ccncc2)no1	4.1	2.5	-4.5	1.4	4.4	-0.9	0.6	-12.0	2.7	-1.1
COc1ccc(C2Nc3ccccc3C(=O)N2Cc2ccccc2)cc1COc1ccccn1 (centres undefined)	0.0	0.8	4.0	78.5*	-6.9	-4.8	i	27.6	3.5	-7.8
CN1CCN(CCCNC(=O)Nc2ccc([N+](=O)[O-])cc2)CC1	-4.2	1.5	-6.0	-2.5	-6.7	-1.3	0.6	·	1.4	4.4
CCC(=O)c1ccc(OCC(O)Cn2nc(C)cc2C)cc1 (centres undefined)	2.4	-1.8	-9.9	-3.6	-1.0&-11.4	0.4	-2.0	12.3	6.1	6.9
Cc1cc(=O)n(-c2ccc(O)cc2)[nH]1	-1.3	-1.3	-178.6	2.7	-8.0	-0.5	1.4	20.9	0.6	19.2
Cc1nc2nc(C)c(CCC(=O)NCCC3=CCCCC3)c(C)n2n1	0.2	0.8	7.7	-1.9	-0.9	0.0	-0.2	21.4	2.6	12.6
COc1cccc(NC(=O)c2nn(C34CC5CC(CC(C5)C3)C4)cc2[N+](=O)[O-])c1	2.5	2.4	-6.9	2.0	13.6	-1.8	i	27.0	7.1	2.3
Cc1cc(Br)ccc1OCC(=O)NNC(=O)CCc1ccccc1	1.3	-2.1	0.7	1.9	0.5	-0.1	i	-17.1	9.5	5.2
COc1ccc2ccccc2c1/C=N/NC(=O)c1cccc(C)c1	·	-0.4	-3.5	-3.9	·	-1.9	1.9	·	13.8	28.3
CC(NC(=O)COC(=O)c1nc(Cl)ccc1Cl)c1ccccc1 (centres undefined)	·	-1.8	1.2	0.5	-8.1	-1.9	i	·	11.9	-11.1
Cc1ccccc1Oc1nc(-c2ccccn2)nc2ccccc12	2.4	0.0	-6.9	-4.7	1.2	0.6	-0.6	-15.2	-0.3	-3.4
CCN(C(=O)COC(=O)c1cc(Cl)ccc1OC)c1c(N)n(Cc2ccccc2)c(=O)[nH]c1=O	·	-1.6	0.5	8.2	-5.1	12.2*	i	·	7.2	5.5
COc1ccc(CCNC(=O)C2CC(c3cc(C(F)(F)F)cc(C(F)(F)F)c3)=NO2)cc1 (centres undefined)	·	-0.5	-10.4	0.8	-8.1	-0.2	i	14.9	0.5	7.4
CCOC(=O)C(NS(=O)(=O)c1ccc(Br)cc1)C(C)C (centres undefined)	-3.3	·	2.5	-5.9	-24.9	2.4	i	14.0	5.2	-9.6
Cc1cc(NC(=O)c2noc3c2CCCCC3)no1	-3.0	-1.7	-3.8	0.3	1.6	-1.4	i	8.5	3.7	0.4
O=[N+]([O-])c1cccnc1S(=O)(=O)c1ccccc1	-2.2	·	-9.8	1.2	-13.1	-1.8	0.4	3.0	6.0	1.9
O=C(CCc1nnc(COc2ccccc2)o1)NCc1ccc(Cl)s1	6.9	·	-5.1	-1.1	-21.2	-1.1	1.6	17.4	5.5	2.6
FC(F)(F)c1ccc(N2CCN(c3ncnc4c3nnn4Cc3ccccc3Cl)CC2)cc1	0.3	·	8.8	0.5	-9.2	-0.6	-0.6	17.7	-0.3	6.9
CCc1ccc(N(C(=O)c2ccoc2C)C(C(=O)NC2CCCC2)c2ccc(OC)cc2)cc1 (centres undefined)	-1.1	-1.7	-13.7	-0.1	-19.9	0.5	0.5	21.4	3.9	4.2
NC(=O)c1cccn1Cc1cccc(Cl)c1	-3.8	1.7	-3.5	0.3	-3.9	·	9.9	11.6	-0.9	-1.4
CC(C)Cc1nnc(NC(=O)CCC(=O)N2CCN(S(=O)(=O)c3ccccc3)CC2)s1	-0.1	1.0	4.6	-0.3	-0.6	2.2	-0.3	-0.5	-5.6	1.9
COc1ccc(CCNC(=O)COC(=O)/C=C/c2cc(OC)ccc2OC)cc1	·	-0.7	-3.3	2.9	-0.4	3.1	i	·	3.3	7.6
COc1ccc(C2(CCN=Cc3ccc(N(C)C)cc3)CCOC(C)(C)C2)cc1 (centres undefined)	3.1	1.3	-6.2	0.1	-7.2	0.9	i	-0.1	-7.9	29.2
O=C(Cc1cccs1)Nc1nc(-c2ccc(F)cc2F)cs1	7.7	2.1	-3.0	0.0	-22.0&-3.5	-1.1	i	-23.2	2.2	9.9
COc1ccc(C2C(C(C)=O)=C(O)C(=O)N2CCCn2ccnc2)cc1 (centres undefined)	4.3	-0.6	0.6	-2.1	-5.0	3.3	i	39.9	3.9	0.4
O=C(c1nn(Cc2ccccc2)c(=O)c2ccccc12)N1CCN(c2ccccn2)CC1	5.7	0.3	-0.8	-4.2	5.4	-0.5	-3.8	22.3	6.3	4.2
COc1ccc(C(=O)Nc2nc(C)c(C(C)=O)s2)cc1S(=O)(=O)N1CCOCC1	·	-0.2	-2.9	0.7	7.1	-4.1	-0.3	·	69.1*	5.7
Cn1c(NCCOc2ccccc2Cl)nc2cc(-c3ccc(F)cc3)sc2c1=O	·	-1.2	·	6.1	·	·	i	·	·	10.6
CC1CCc2[nH]c3ccc(C(=O)NCC4CCCO4)cc3c2C1 (centres undefined)	·	-0.6	·	2.9	-0.8	·	-0.7	·	3.0	7.3
Cc1ccc(NC(=O)CSc2nnc(-c3ccco3)n2N)cc1F	5.7	-2.4	0.6	3.9	-3.5	2.2	-7.3	-5.9	14.4	10.3
CC1CCCC(NC(=O)COC(=O)Cc2cn3ccsc3n2)C1C (centres undefined)	-0.1	0.8	·	1.6	-3.7	·	-0.4	11.3	14.3	8.2
CCC(=O)N1CCCC1(C)C(=O)Nc1ccc2scnc2c1 (centres undefined)	·	0.9	·	4.5	·	·	-4.5	·	·	5.6
CCCCOc1ccc(S(=O)(=O)N2CCN(c3ccc(N4CCN(CC)CC4)nn3)CC2)cc1	·	·	1.2	-0.5	-1.8	0.3	-2.8	·	19.0	5.7
COc1ccc(S(=O)(=O)NCC2CCCN(Cc3cccnc3)C2)cc1 (centres undefined)	2.5	·	-6.7	1.4	-7.9	-2.0	-0.4	-5.3	-11.7	-2.7
Cc1cccc(-n2ncc3c2CCCC3NC(=O)CCN2Cc3ccccc3C2=O)c1C (centres undefined)	-0.8	1.9	-7.9	6.4	-5.3	0.3	i	7.7	2.9	2.7
COc1c(C)cc(C(=O)C2CCCN(C(=O)c3cccc(F)c3)C2)cc1C (centres undefined)	2.8	0.7	-4.8	3.0	-5.8	4.4	-0.3	-3.9	-3.1	11.0
CCOC(=O)c1c(NC(=O)CN(CC)CC)sc2c1CCN(C(=O)OCC)C2	-4.6	3.2	-0.1	0.0	8.5	-0.1	-0.6	21.9	11.7	6.5
CCCN(CC(=O)Nc1ccccc1C)C(=O)C1CC(=O)N(c2ccccc2OCC)C1 (centres undefined)	·	-0.1	·	-2.1	-9.5	·	-0.3	·	5.3	0.0
N#Cc1nc(-c2ccccc2F)oc1NCc1ccccc1	0.7	0.0	-9.2	141.5*	19.0	0.3	-0.3	25.0	-0.2	15.0
CCc1ccc(NCc2nc3ccccc3c(=O)[nH]2)cc1	3.5	-1.0	-6.4	0.7	6.2	1.7	-0.2	16.3	6.6	8.3
COC(=O)c1cccc(N(C(=O)c2cnccn2)C(C(=O)NC2CCCCC2)c2cn(C)nc2C)c1 (centres undefined)	-5.6	·	-5.9	2.9	-3.2	1.4	-0.4	1.8	5.9	20.2

Going on with the list:
SMILES	3CLpro inhibitor	BioA inh	Rv3671c protease	Mtb FBA inh	PriA SSB inh	UGM FP inh	BH1578 lux ind	DUSP3 inh	MazEF act	GDH-TPI inh
N#C/C(=N/O)c1nc(-c2ccc(F)cc2)cs1	2.5	·	5.9	-0.9	·	1.3	-2.6	0.1	4.7	9.9
Cc1cccc(N/N=C(\C=N\N)C(=O)c2ccc(Br)cc2)c1	2.9	·	-0.9	·	·	-0.8	·	9.4	·	·
O=[N+]([O-])c1cccc(-n2nnnc2CNCc2ccccc2)c1	0.4	-2.0	8.4	0.6	9.8	-4.1	i	21.3	2.9	11.0
CCc1nnc(NC(=O)CCC(=O)N2CCN(Cc3ccc(Cl)cc3)CC2)s1	-0.6	1.4	7.2	0.7	8.0	-1.0	i	12.9	0.6	9.5
O=C(NCCCN1CCOCC1)c1sc2ccccc2c1Cl	-2.0	-1.9	8.2	1.1	-10.9	1.8	-0.8	-0.9	-3.8	-0.8

Whole records as entered above. Order of values: 3CLpro inhibitor	BioA inh	Rv3671c protease	Mtb FBA inh	PriA SSB inh	UGM FP inh	BH1578 lux ind	DUSP3 inh	MazEF act	GDH-TPI inh
Cc1cccc(N/N=C(\C=N\N)C(=O)c2ccc(Br)cc2)c1 as listed: 2.9	·	-0.9	·	·	-0.8	·	9.4	·	·
O=C(NCCCN1CCOCC1)c1sc2ccccc2c1Cl as listed: -2.0	-1.9	8.2	1.1	-10.9	1.8	-0.8	-0.9	-3.8	-0.8
N#C/C(=N/O)c1nc(-c2ccc(F)cc2)cs1 as listed: 2.5	·	5.9	-0.9	·	1.3	-2.6	0.1	4.7	9.9
CCc1nnc(NC(=O)CCC(=O)N2CCN(Cc3ccc(Cl)cc3)CC2)s1 as listed: -0.6	1.4	7.2	0.7	8.0	-1.0	i	12.9	0.6	9.5
O=[N+]([O-])c1cccc(-n2nnnc2CNCc2ccccc2)c1 as listed: 0.4	-2.0	8.4	0.6	9.8	-4.1	i	21.3	2.9	11.0

These rows are one share of the data; count on the stated rates, not on these rows.
